High-throughput results as filed in PubChem.
DDE Tn7 FP inh – inhibitors of Tn7 peptide binding to human fibrin DD(E); FP displacement of FITC-Tn7 peptide from fibrin DD(E); 0% = median of compound wells per plate; inhibition, % at 8.3 µM; hit rate 0.13% among 370,000; AID 720508;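 active = inhibition above the mean of compounds falling within the control limits plus 3 SD of them, cut at about 14% in these data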;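 also: 0% = plate median of compound wells and 100% = 10 µM Aha-Tn7 peptide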
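system = human fibrin DD(E) protein | quantity = DD(E) 2 µM final | medium = Tris/NaCl/CaCl2 buffer, pH 7.8 | also added = labelled Tn7 tracer, 0.1 µM | compound dosing = single point at 8.3 µM | timing = compound with protein 10 min, then 3 h after probe, room temperature | signal = FP measurement | benchmarks = Aha-Tn7 high control | repeats = one replicate per compound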
PG9 binder – small molecules binding HIV-1 gp120 antibody PG9 | TR-FRET gp120-PG9 antibody binding | inhibition, % at 6.7 µM | hit rate 0.43% among 360,000 | AID 624416; in the data active = inhibition above about 8.5%
UHRF1 binding – blocks human UHRF1 binding to methylated DNA | AID 687016 | UHRF1 binding to methylated oligo, TR-FRET | inhibition, % at 4.4 µM | Q96T88 | hit rate 0.75% among 370,000; in the data active = inhibition above about 21%;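 also: UHRF1 SRA domain binding a hemimethylated CpG hairpin DNA probe; 0% = median of test compound wells and 100% = reference inhibitor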
Target sequence (Q96T88 whole entry, looked up, the tested form may be a part): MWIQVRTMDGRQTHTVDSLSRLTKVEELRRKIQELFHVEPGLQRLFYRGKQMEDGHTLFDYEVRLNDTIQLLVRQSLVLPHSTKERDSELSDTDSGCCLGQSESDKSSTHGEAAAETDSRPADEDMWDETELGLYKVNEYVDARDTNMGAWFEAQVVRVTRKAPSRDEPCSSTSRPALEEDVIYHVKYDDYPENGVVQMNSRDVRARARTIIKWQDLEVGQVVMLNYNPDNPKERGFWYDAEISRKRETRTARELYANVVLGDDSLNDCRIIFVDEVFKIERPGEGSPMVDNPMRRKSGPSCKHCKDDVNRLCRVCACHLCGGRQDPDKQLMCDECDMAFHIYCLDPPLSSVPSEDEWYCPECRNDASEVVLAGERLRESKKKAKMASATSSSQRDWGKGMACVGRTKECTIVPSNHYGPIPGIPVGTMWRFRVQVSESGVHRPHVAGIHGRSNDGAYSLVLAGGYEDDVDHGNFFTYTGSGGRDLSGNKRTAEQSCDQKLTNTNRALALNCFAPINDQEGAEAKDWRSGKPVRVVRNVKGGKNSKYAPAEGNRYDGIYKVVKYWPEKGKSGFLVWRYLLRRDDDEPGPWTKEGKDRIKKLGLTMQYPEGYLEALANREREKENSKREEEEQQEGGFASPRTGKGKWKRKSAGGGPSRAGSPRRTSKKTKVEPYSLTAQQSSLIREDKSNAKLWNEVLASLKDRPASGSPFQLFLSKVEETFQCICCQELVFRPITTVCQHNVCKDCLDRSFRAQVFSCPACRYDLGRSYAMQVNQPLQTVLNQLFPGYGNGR
TDP2 inh – TDP2 (human) inhibition, absorbance primary screen; O95551; recombinant TDP2, T5PNP hydrolysis, p-nitrophenol absorbance 415 nm; inhibition, % at 12.8 µM; hit rate 0.34% among 370,000; AID 720702;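 active = inhibition above the mean of all tested compounds plus 3 SD, set per campaign, cut at about 25% in these data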;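 also: 0% = DMSO with enzyme and 100% = buffer with substrate but no TDP2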
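Evaluation: % inhibition relative to enzyme-containing and enzyme-free wells. Material: recombinant human TDP2. Benchmarks: enzyme-free and DMSO wells. Timing: enzyme reaction with compound for 2 h at 37 °C. Compound dosing: 12.8 µM only. Measured by: p-Nitrophenol epi absorbance. Reagent: T5PNP substrate at 5 mM, a TopII-DNA adduct mimic. Replication: single well per compound.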
mABHD4 FP – ABHD4 (mouse) inhibition, primary FP screen; AID 720543; purified mABHD4, FP-Rh probe fluorescence polarization; inhibition, % at 8.92 µM; hit rate 0.54% among 370,000;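 active = inhibition exceeding the mean over every tested compound plus 3 SD, cut at about 30% in these data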;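 also: 0% = plate median of compound wells and 100% = S159A mutant with DMSO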
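Test system: mABHD4 protein; Read-out basis: % inhibition; Incubation: 45 min + 60 min at 25 °C; Repeats: single replicate; Technique: fluorescence polarization with parallel and perpendicular emission, 525/598 nm; Compound: 8.92 µM, single dose; Benchmarks: full inhibition S159A mutant plus DMSO, zero as sample-well median.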
LEDGF integ inh – blocks HIV-1 LEDGF/p75-dependent DNA integration; inhibition, % at 3.7 µM; TR-FRET IN-LEDGF/p75 DNA integration, Eu/Cy5; AID 743269; hit rate 0.64% among 370,000;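 active = inhibition above the screen-wide mean plus 3 SD, cut at about 13% in these data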;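 also: signal is the Cy5 over europium emission ratio at 671 and 618 nm; 0% = plate median of compound wells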
TCR CD3 inh – human TCR-CD3 binding inhibition. TAMRA-labeled TCR probe fluorescence, biochemical. inhibition, % at 9.4 µM. hit rate 0.37% among 360,000. AID 651800; in the data active = inhibition above about 19%;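 also: recombinant mutant TCR 2C K166C tagged with TAMRA read by polarization; 0% = receptor in buffer alone and 100% = receptor with positive control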
SIAE primary – inhibitors of human sialic acid acetylesterase SIAE | Q9HAT2 | SIAE FP-Rh probe binding, fluorescence polarization | hit rate 0.69% among 370,000 | inhibition, % at 9.66 µM | AID 1053197;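 active = inhibition above a cutoff: mean of compounds within the control limits plus 3 SD of those, cut at about 17% in these data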;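 also: 0% = plate median of compound wells and 100% = probe without SIAE protein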
HTRA1 inh – HTRA1 (human) protease inhibition; Q92743; recombinant HTRA1, FP-rhodamine activity-based probe, fluorescence polarization; inhibition, % at 5.96 µM; hit rate 0.5% among 340,000; AID 504803; in the data active = inhibition above about 36%;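 also: 0% = enzyme with DMSO and 100% = wells lacking enzyme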
PRMT1 FP inh – blocks human protein arginine methyltransferase 1; recombinant PRMT1, activity-based probe fluorescence polarization; inhibition, % at 2.79 µM; hit rate 1.3% among 370,000;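 active = inhibition above about 21% made by adding two undisclosed values, limit read from the data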
* marks the source's active call; other numbers are inactive results; x = not tested or not shown.

molecule,DDE Tn7 FP inh,PG9 binder,UHRF1 binding,TDP2 inh,mABHD4 FP,LEDGF integ inh,TCR CD3 inh,SIAE primary,HTRA1 inh,PRMT1 FP inh
O=C(NC(=S)Nc1cc([N+](=O)[O-])ccc1Cl)c1ccccc1,2,-0.4,0,3,2,0,5,-2,-7,-1
CCOC(=O)N1CCN(C(=O)C2CC(=O)N(c3ccc(C)cc3)C2)CC1 (configuration not stated),0,0.1,1,3,4,-1,-10,-1,-2,7
CC(C)NC(=O)C(=O)NCCCOC(C)C,-4,-0.6,4,-12,4,3,7,-3,-1,-2
O=C1C2C3C=CC(C3)C2C(=O)N1c1nc2ccccc2s1 (configuration not stated),-2,1.0,1,-11,5,-4,1,1,-3,-4
COc1ccc(/C=C/C(=O)C2CC2)cc1Cn1nc(C)c([N+](=O)[O-])c1C,-5,-3.4,5,4,1,-3,8,2,-6,0
CC(C)(C)S(=O)N1Cc2cn(Cc3ccccc3)c(=O)cc2[C@H]1CCO (some centres not stated),-12,-2.8,-3,-4,7,-1,2,2,2,0
Nn1cnc2scc(-c3ccc(Cl)cc3)c2c1=O,1,-0.5,-3,2,-5,2,-4,-3,1,0
C/C(=N/NS(=O)(=O)c1ccc(CC(C)C)cc1)c1ccncc1,-1,-0.3,0,-6,-1,0,2,-10,-1,7
Cc1c(C(=O)N2CCOCC2)oc2ccc(Br)cc12,1,0.9,1,-5,6,0,15,-2,2,-2
C/C(=N\NC(=O)c1n[nH]c2c1CCC2)c1cccs1,-8,-0.5,4,-9,-7,-3,-6,3,7,8
Cc1cc(C)cc(-c2c(C(=O)c3ccccc3)[nH]c(N)c2C(=O)NCCc2c[nH]c3ccccc23)c1,-6,x,1,10,29,4,x,4,x,-4
Cc1ccc2occ(/C=N/NC(N)=S)c(=O)c2c1,4,0.3,-4,6,5,0,6,-2,1,-1
CC(Cl)C(=O)Nc1c2c(nn1-c1ccccc1)CSC2 (configuration not stated),-5,-0.9,3,-8,0,-5,-3,3,0,6
O=S(=O)(c1ccc(-c2cn3ccccc3n2)cc1)N1CCOCC1,-5,1.6,0,-3,1,0,2,0,6,-2
O=C1CN(C(=O)COc2ccc(Br)cc2Br)c2ccccc2N1,-6,0.4,1,-2,-10,2,1,2,-7,-5
Cc1nn(C(C)(C)C)c(OC(=O)c2ccc3c(c2)OCO3)c1S(=O)(=O)c1ccccc1,-9,-1.4,-3,3,1,1,3,7,4,-2
COc1ccc(C(=O)N2CCCC(CCC(=O)NCc3ccc(F)c(F)c3)C2)o1 (configuration not stated),1,-3.9,7,-7,-3,1,7,-11,-5,2
CCN(CC)CCOC(=O)C(c1ccccc1)C1CCCCC1 (configuration not stated),11,-0.9,0,0,8,-2,7,1,1,-3
Cc1sc2ncnc(SCC(=O)N3CCC(c4noc5ccc(F)cc45)CC3)c2c1C,-8,-2.8,-1,9,-3,-2,6,4,0,-1
C/C(=N\NC(=O)c1ccccc1)c1ccc2c(c1)OCO2,-3,-1.9,-1,8,-3,-3,1,-4,9,-3
CC1CCCN(S(=O)(=O)c2ccc(NC(=O)CN3CCN(C)CC3)cc2)C1 (configuration not stated),0,0.7,-1,6,-4,5,-3,10,1,-1
COc1cccc(CN2CCNC(=O)C2CC(=O)NC2Cc3ccccc3C2)c1 (configuration not stated),-9,-1.6,3,-11,1,3,6,6,3,5
CC(OCC(O)CN(C)Cc1nc2ccccc2c(=O)[nH]1)c1ccc(Cl)cc1 (configuration not stated),-9,-0.2,-3,8,1,-1,6,4,-7,1
CCCn1nc2cc(C(=O)NCc3ccc(OC(F)(F)F)cc3)ccc2c1OCC,-3,-1.2,0,-8,3,0,-1,0,-24,-1
Nc1ccccc1C(=O)N(Cc1ccccc1)Cc1ccccc1,-3,-0.1,0,0,-1,3,4,2,-1,-2
Cc1ccc(NC(=O)c2noc3c2CCc2ccccc2-3)cc1,1,0.8,8,5,8,1,5,-6,-21,-1
COc1ccc(NS(=O)(=O)c2c(C)n(C)c(=O)n(C)c2=O)cc1,0,-0.4,1,2,-5,-2,3,3,7,-1
CCCCCCSc1ccc(-c2nc3ccc(C)cn3c2NCc2ccccc2)cc1OC,0,3.3,0,-2,14,0,3,5,5,0
Cc1nnc2n1N=CC=C(C(C)(C)C)S2,4,0.5,1,1,-1,-1,4,4,5,0
O=c1[nH]c2ccccc2c2ccc(Cl)cc12,8,0.1,-14,10,2,3,5,-8,-10,6
COc1cc(C)ccc1OCC(=O)NC1CCCCCC1,4,-0.5,1,-6,2,0,6,-10,-5,2
O=C(C[n+]1cc(-c2ccc(Cl)cc2)n2c1CCC2)Nc1nc(-c2ccc(F)cc2)cs1,-4,0.3,-1,13,3,-2,-7,-7,-1,1
COc1ccc(NC(=O)COC(=O)CCSc2ccccc2)cc1,4,-2.2,1,-1,-4,0,1,5,4,3
CC(C)c1ccc(NC(=O)COC(=O)CSc2nnc(N)s2)cc1,5,-1.2,3,1,-4,2,10,-2,6,-3
O=C(NC1CCCCN(Cc2ccc(Cl)cc2)C1=O)c1ccc(F)c(F)c1 (configuration not stated),3,x,3,-10,-7,-2,x,-6,x,3
CCCNS(=O)(=O)c1ccc2c(c1)n(C)c(=O)n2C,0,-3.0,-2,-5,-2,4,12,6,-5,-1
COc1ccc(C(=O)OCCN2CCN(C3CN(Cc4cn(Cc5ccccc5C(F)(F)F)nn4)S(=O)(=O)C3)CC2)cc1OC (configuration not stated),-12,x,15,-7,-3,2,x,2,x,-4
Cc1cc(C)c(CSc2ncnc3nc[nH]c23)c(C)c1,-11,-1.1,1,-1,-10,0,8,6,2,-4
CCC(C(=O)Nc1ccccc1F)n1nc(C)c2c(C)n(-c3ccccc3)nc2c1=O (configuration not stated),5,2.0,-2,23,-9,2,-7,8,0,1
Cc1nn(CC(=O)N/N=C/c2cccs2)c(C)c1[N+](=O)[O-],1,-0.7,7,-8,-3,-4,0,2,10,6
CC(c1nnc(SCC(=O)N2CCc3ccccc32)n1-c1ccc(Cl)cc1)N(C)C (configuration not stated),5,0.2,0,-3,-2,3,0,14,-2,-3
CCN(Cc1ccccc1)C(=O)COc1ccccc1,0,-2.4,5,-1,-3,0,-5,-4,0,1
COc1ccc(Cl)cc1NC(=O)CN(C)CC(=O)Nc1cc(OC)c(OC)c(OC)c1,5,-0.2,-1,-2,0,-2,0,7,-1,2
OC(c1nnc(-c2ccccc2)o1)c1cccs1 (configuration not stated),2,-1.1,2,9,2,5,-3,7,-5,-2
O=C(COC(=O)c1ccc(S(=O)(=O)C(F)F)cc1)Nc1ccccc1C(=O)NC1CC1,-6,-0.7,-2,2,-7,3,8,1,11,-7
COc1ccc(Cc2nc(-c3ccc(NC(=O)c4cccnc4)cc3)no2)cc1,-2,-0.8,0,4,-8,2,0,-2,-8,0
CC(=O)/C(=N\Nc1ccccc1Cl)Sc1nnc(-c2ccccc2)n1-c1ccccc1,-7,2.8,2,-7,10,2,4,-3,-2,0
CC(=O)N1CCN(c2nc(-c3cccs3)nc3ccccc23)CC1,-5,-0.8,-3,-6,2,3,8,2,-4,-1
Cc1ccccc1NC(=O)C1CCC(=O)N1 (configuration not stated),-5,-3.2,-1,-2,-2,7,1,-4,2,-1
Cc1ccc(Nc2ncnc3c2oc2ccccc23)cc1,4,-1.0,-2,-7,-5,0,6,-2,-21,-1
CCn1c(=O)c(C(=O)NNS(=O)(=O)c2ccc(Cl)cc2)c(O)c2ccccc21,3,-2.8,-1,0,-6,1,14,6,-25,-3
COCCCNS(=O)(=O)c1cc2c3c(c1)C(C)C(=O)N3CCC2 (configuration not stated),3,0.0,-1,5,5,1,6,1,9,-3
CCC(=O)N1CC23C=CC(CC2CC12CCCCC2)O3 (configuration not stated),5,-0.5,3,0,-4,-4,-2,-7,-3,2
O=C(CN1CCCC1)Nc1ccc(Br)cc1[N+](=O)[O-],9,-1.6,-2,-11,5,0,3,8,-1,-2
Cc1cccc2cc(CN(Cc3cccs3)Cc3nnnn3Cc3ccccc3)c(=O)[nH]c12,-4,0.5,2,-5,2,4,-1,-4,-80,0

Structural class, the entries above with fluorine.
molecule,DDE Tn7 FP inh,PG9 binder,UHRF1 binding,TDP2 inh,mABHD4 FP,LEDGF integ inh,TCR CD3 inh,SIAE primary,HTRA1 inh,PRMT1 FP inh
COc1ccc(C(=O)N2CCCC(CCC(=O)NCc3ccc(F)c(F)c3)C2)o1 (configuration not stated),1,-3.9,7,-7,-3,1,7,-11,-5,2
Cc1sc2ncnc(SCC(=O)N3CCC(c4noc5ccc(F)cc45)CC3)c2c1C,-8,-2.8,-1,9,-3,-2,6,4,0,-1
CCCn1nc2cc(C(=O)NCc3ccc(OC(F)(F)F)cc3)ccc2c1OCC,-3,-1.2,0,-8,3,0,-1,0,-24,-1
O=C(C[n+]1cc(-c2ccc(Cl)cc2)n2c1CCC2)Nc1nc(-c2ccc(F)cc2)cs1,-4,0.3,-1,13,3,-2,-7,-7,-1,1
O=C(NC1CCCCN(Cc2ccc(Cl)cc2)C1=O)c1ccc(F)c(F)c1 (configuration not stated),3,x,3,-10,-7,-2,x,-6,x,3
COc1ccc(C(=O)OCCN2CCN(C3CN(Cc4cn(Cc5ccccc5C(F)(F)F)nn4)S(=O)(=O)C3)CC2)cc1OC (configuration not stated),-12,x,15,-7,-3,2,x,2,x,-4
CCC(C(=O)Nc1ccccc1F)n1nc(C)c2c(C)n(-c3ccccc3)nc2c1=O (configuration not stated),5,2.0,-2,23,-9,2,-7,8,0,1
O=C(COC(=O)c1ccc(S(=O)(=O)C(F)F)cc1)Nc1ccccc1C(=O)NC1CC1,-6,-0.7,-2,2,-7,3,8,1,11,-7
